From PubChem
Rab7 wt modul – modulators of GTP binding to Rab7, primary screen, biochemical, wildtype, multiplex bead flow cytometry; GST-Rab7 beads, fluorescent GTP binding; actives lie on both sides; untreated = 100%, excess cold GTP = 0%; GTP binding activity (percent of control), % at 10 µM; 190,000 compounds, 0.055% hits;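 active = fluorescent GTP binding to Rab7 beads changed by at least 20 points from the 100% baseline, either direction, mostly lower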;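 also: median green fluorescence of bound Bodipy-FL-GTP per Rab7 bead population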
HRas wt GTP – modulators of GTP binding to HRas wildtype, primary screen, biochemical, bead-based flow cytometry, multiplex | GTPase HRas (Homo sapiens), P01112 | GST-Ras wt beads, Bodipy-FL-GTP binding; actives lie on both sides | GTP binding activity, % at 10 µM | 190,000 compounds, 0.14% hits | AID 759, 2007;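 active = GTP binding activity at least 20% away from the 100% baseline, either lowered as inhibitor or raised as activator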;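 also: 0% = unlabeled GTP competition control and 100% = no-compound control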
Target sequence (P01112 whole entry, looked up): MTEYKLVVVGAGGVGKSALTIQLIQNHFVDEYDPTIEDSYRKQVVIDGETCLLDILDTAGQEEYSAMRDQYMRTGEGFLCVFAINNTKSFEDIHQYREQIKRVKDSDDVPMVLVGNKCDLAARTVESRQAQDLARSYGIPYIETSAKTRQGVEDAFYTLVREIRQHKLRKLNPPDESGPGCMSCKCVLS
Mcl1-Noxa inh – Mcl-1/Noxa binding inhibitors, primary screen, biochemical, TR-FRET, 1536-well | AID 1022, 2008 | inhibition, % at 21.7 µM | 220,000 compounds, 1.5% hits | TR-FRET Mcl-1/Noxa peptide binding, 2 h;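 active = compounds that cut the protein-peptide binding signal by more than 50% relative to plate controls in a single-dose test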;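 also: His-tagged Mcl-1 with rhodamine Noxa BH3 peptide and terbium anti-His antibody; 0% = Mcl-1 plus Noxa peptide wells and 100% = peptide-only wells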
Target sequence (Q07820 whole entry, looked up): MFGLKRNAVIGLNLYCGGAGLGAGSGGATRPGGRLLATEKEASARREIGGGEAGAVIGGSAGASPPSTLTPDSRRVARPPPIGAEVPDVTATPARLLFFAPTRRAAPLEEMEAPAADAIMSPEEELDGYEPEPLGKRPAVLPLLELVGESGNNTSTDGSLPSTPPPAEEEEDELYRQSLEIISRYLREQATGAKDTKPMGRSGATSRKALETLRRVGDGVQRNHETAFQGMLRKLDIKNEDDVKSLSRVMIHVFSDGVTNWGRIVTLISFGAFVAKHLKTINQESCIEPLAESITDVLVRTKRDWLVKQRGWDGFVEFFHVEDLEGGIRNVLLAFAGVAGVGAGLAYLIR
Cdc42 wt GTP – modulators of GTP binding to wildtype Cdc42, primary screen, biochemical, multiplex bead flow cytometry, Bodipy-GTP. AID 761, 2007. GST-Cdc42 beads; actives lie on both sides. Cell division control protein 42 homolog (Homo sapiens), P60953. percent activity (GTP binding), % at 10 µM. 190,000 compounds, 0.2% hits;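 active = percent activity GTP binding at least 20 points away from the 100% baseline, either down as inhibitor or up as activator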;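 also: median bead fluorescence of bound Bodipy-FL-GTP at 100 nM; 0% = excess unlabeled GTP control and 100% = no compound control; below 100% means less GTP binding so inhibitor and above means activator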
Target sequence (P60953 whole entry, looked up): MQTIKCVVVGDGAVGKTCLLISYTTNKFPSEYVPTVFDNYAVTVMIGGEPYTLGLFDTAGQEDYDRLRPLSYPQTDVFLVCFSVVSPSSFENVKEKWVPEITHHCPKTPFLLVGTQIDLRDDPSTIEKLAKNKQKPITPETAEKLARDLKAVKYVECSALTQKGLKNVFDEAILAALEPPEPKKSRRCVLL
Rab2 wt GTP – modulators of GTP binding to Rab2A wildtype, primary screen, biochemical, dog, bead-based flow cytometry, multiplex; Ras-related protein Rab-2A (Canis lupus familiaris), P61105; GST-Rab2 wt beads, Bodipy-GTP binding; GTP binding activity, % at 10 µM; 190,000 compounds, 0.19% hits;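 active = GTP binding activity at least 20 points away from 100%, either lowered or raised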;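 also: 0% = beads with excess unlabeled GTP and 100% = no-compound control corrected for plate trend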
Pf gametocyte – late stage P. falciparum gametocyte viability inhibitors, primary screen, ATP luminescence, HTS; 150,000 compounds, 0.065% hits; inhibition, % at 10.9 µM; AID 743093, 2013; P. falciparum stage V gametocytes, 24 h;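 active = inhibition above the mean plus 3 SD of compounds within the control limits, set per campaign, cut at about 38% in these data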;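 also: 0% = DMSO wells and 100% = medium only without gametocytes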
Avidin bead fluor – green autofluorescence of compounds with avidin beads – biophysical, 488/530 nm, flow cytometry, artefact control, profiling panel | compound fluorescence 488/530 nm; hits give high values | fluorescence (KMESF) at 10 µM | AID 1775, 2009 | 220,000 compounds, 0.38% hits; in the data active = fluorescence above about 47; also: inactives centre near 10
GSH bead fluor – compound fluorescence on glutathione beads, profiling panel, artefact control, biophysical, 488/530 nm, flow cytometry; GSH beads flow cytometry, compound fluorescence 488/530 nm; hits give high values; fluorescence (KMESF) at 10 µM; 190,000 compounds, 0.25% hits; AID 1776, 2009; in the data active = fluorescence above about 89;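 also: glutathione beads carrying GST-tagged Bcl family fusion proteins plus one bare bead set; values are compound well signal with DMSO vehicle wells as background; inactives centre near 16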
Rac1 wt GTP bind – wildtype Rac1 GTP binding modulators, primary screen, biochemical, GST-Rac1 beads, flow cytometry, multiplex; fluorescent GTP binding; actives lie on both sides; 0 = cold GTP competed, 100 = untreated; GTP binding activity (% of control), % at 10 µM; Ras-related C3 botulinum toxin substrate 1 (Homo sapiens), P63000; 190,000 compounds, 0.27% hits;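 active = GTP binding activity at least 20 points away from the 100% control level, either lower or higher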
Mcl1-Bid inh – Mcl-1/Bid binding inhibitors, primary screen, biochemical, TR-FRET, 1536-well | Induced myeloid leukemia cell differentiation protein Mcl-1 (Homo sapiens), Q07820 | TR-FRET Mcl-1/Bid-Dy647 peptide binding | inhibition, % at 21.7 µM | 220,000 compounds, 0.97% hits | AID 1021, 2008;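 active = compounds that cut the binding signal by more than half at the single screening dose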;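 also: His-tagged Mcl-1 with europium anti-His antibody binding Bid BH3 peptide; 0% = Mcl-1 plus peptide wells and 100% = peptide-only wells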
Rac1 act GTP bind – GTP binding modulators of activated mutant Rac1, primary screen, biochemical, bead-based flow cytometry, multiplex, fluorescent GTP. GST-Rac1 activated beads; actives lie on both sides; 100% means binding = to untreated wells. percent activity (GTP binding), % at 10 µM. 190,000 compounds, 0.11% hits;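 active = GTP binding at least 20 percentage points away from the 100% baseline, in either direction, so actives lie on both sides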
Active calls of the source: *; x = not tested or not shown.

SMILES | Rab7 wt modul | HRas wt GTP | Mcl1-Noxa inh | Cdc42 wt GTP | Rab2 wt GTP | Pf gametocyte | Avidin bead fluor | GSH bead fluor | Rac1 wt GTP bind | Mcl1-Bid inh | Rac1 act GTP bind
O=C(CSc1nc(-c2cccs2)cc(C(F)(F)F)n1)NCc1ccccc1 | 98 | 100 | -4 | 102 | 99 | x | 5 | 16 | 99 | 14 | 97
Cc1ccc(/C=N/N=C/c2ccc(C)s2)s1 | 99 | 100 | 22 | 103 | 103 | -3 | 3 | 6 | 104 | -8 | 105
O=S(=O)(c1ccccc1)N(CC(O)CN1CCCCC1)c1ccccc1 (stereo not given) | 98 | 98 | -6 | 100 | 100 | x | 12 | 11 | 99 | -29 | 98
Cn1c2ccccc2c(=O)c2c(=O)n(C3CCCCC3)c(-c3cccs3)nc21 | 99 | 100 | 19 | 100 | 98 | 23 | 35 | 18 | 100 | -15 | 98
O=C(O)C(c1ccccc1)N1CCCC1 (stereo not given) | 99 | 99 | 18 | 100 | 97 | x | 32 | 27 | 105 | 19 | 95
Clc1ccc2oc(-c3cccnc3NCc3ccccc3)nc2c1 | 94 | 99 | 11 | 98 | 98 | -12 | 15 | 23 | 93 | 8 | 95
CC1CCN(CCNC(=O)CCS(=O)(=O)c2ccc(Br)cc2)CC1 | 102 | 101 | -5 | 101 | 100 | -1 | 27 | 23 | 106 | -35 | 98
Cc1sc2ncnc(OCC(=O)N3CC(=O)Nc4ccccc43)c2c1C | 92 | 93 | 10 | 97 | 94 | -9 | 11 | 12 | 95 | 6 | 91
C=CCNc1nc(Cl)nc(Nc2ccc(OC)cc2)n1 | 92 | 96 | 2 | 99 | 95 | x | 17 | 28 | 96 | 0 | 93
COc1ccc(N2C(=O)CC(NCCNc3ccc([N+](=O)[O-])cn3)C2=O)cc1 (stereo not given) | 101 | 100 | 10 | 102 | 97 | x | 1 | 6 | 108 | -32 | 100
CCOC(=O)c1c(NC(=O)C2=C(C)NC(=S)NC2c2ccc(CC)cc2)sc(C)c1C (stereo not given) | 99 | 96 | -4 | 96 | 99 | x | 5 | 10 | 101 | -21 | 96
O=C(C1CCCN(S(=O)(=O)c2cccc3nonc23)C1)N1CCN(c2cccc(Cl)c2)CC1 (stereo not given) | 102 | 105 | -16 | 106 | 102 | x | 12 | 27 | 107 | -14 | 102
CCOC(=O)Cn1c(C(=O)OCC)cc2sccc21 | 98 | 100 | 3 | 103 | 101 | x | 3 | 49 | 113 | -22 | 101
Cc1nc2ccc(S(=O)(=O)NC(C(=O)NCc3ccco3)C(C)C)cc2s1 (stereo not given) | 98 | 99 | -6 | 98 | 97 | x | 6 | 21 | 101 | -14 | 97
CC(C)CCNC(=O)c1c[nH]c2ccc(S(=O)(=O)N3CCC4(CC3)OCCO4)cc2c1=O | 98 | 99 | -6 | 97 | 97 | -13 | 6 | 26 | 101 | 7 | 97
NC(=O)c1ccc(Oc2ccc(Cl)c3ccccc23)c([N+](=O)[O-])c1 | 94 | 98 | 0 | 96 | 96 | -4 | 2 | 8 | 99 | -15 | 96
Cc1nn(-c2ccccc2C(=O)O)c(=O)c2ccccc12 | 93 | 93 | x | 94 | 93 | x | 13 | 30 | 89 | 88* | 92
CCc1ccc(N2CC(O)=C(c3nc4ccccc4c(=O)[nH]3)C2=N)cc1 | 96 | 95 | -3 | 93 | 93 | 9 | 10 | 23 | 97 | -9 | 94
COc1ccc(CCNC(=O)c2cc(-c3ccc(C)cc3O)n[nH]2)cc1OC | 95 | 98 | 11 | 101 | 99 | x | 18 | 33 | 100 | -9 | 97
COc1cccc2cc(-c3nnc(SCC(=O)Nc4nc(C)cs4)n3C)oc12 | 98 | 99 | -1 | 103 | 99 | x | 34 | 19 | 102 | -40 | 98
Cc1cc(C)cc(C(=O)OCC(=O)Nc2cccc(S(=O)(=O)NC3=NCCCCC3)c2)c1 | 99 | 98 | 17 | 100 | 98 | 15 | 2 | 5 | 96 | -9 | 97
Cc1cc(NC(=O)COC(=O)c2ccc(S(=O)(=O)N3CCCc4ccccc43)cc2)no1 | 96 | 101 | 1 | 102 | 100 | 21 | 10 | 21 | 97 | 8 | 97
O=C(NCc1cccc(F)c1)C1CCN(C(=O)c2sccc2-n2cccc2)CC1 | 97 | 98 | 22 | 98 | 94 | 1 | 7 | 18 | 105 | -24 | 97
CN(C)C(=O)C1OC(C)(C)OC1C(=O)N(C)C (stereo not given) | 104 | 104 | -10 | 105 | 104 | x | 17 | 34 | 110 | -6 | 100
COC(=O)c1sc(S(=O)(=O)N2CCN(c3ccccc3)CC2)c(C(=O)OC)c1C | 103 | 98 | 6 | 98 | 100 | -4 | 15 | 27 | 103 | -8 | 99
Going on with the list:
SMILES | Rab7 wt modul | HRas wt GTP | Mcl1-Noxa inh | Cdc42 wt GTP | Rab2 wt GTP | Pf gametocyte | Avidin bead fluor | GSH bead fluor | Rac1 wt GTP bind | Mcl1-Bid inh | Rac1 act GTP bind
CC1CCN(S(=O)(=O)c2ccc3ncn(CC(=O)N(C)Cc4ccccc4)c(=O)c3c2)CC1 | 106 | 105 | -3 | 104 | 107 | x | 13 | 21 | 104 | -5 | 102
O=c1c2cc(NC(=S)NCc3cccnc3)ccc2nc2n1CCCCC2 | 90 | 95 | 12 | 97 | 94 | -13 | 13 | 11 | 99 | -10 | 93
Cc1cc(NC(=O)CN2CCOCC2)n(-c2nc3ccccc3s2)n1 | 99 | 101 | 16 | 104 | 100 | x | 9 | 11 | 100 | -1 | 99
O=C(CNC(=O)c1ccccc1)NCCc1nc2ccccc2[nH]1 | 100 | 101 | 15 | 103 | 100 | x | 15 | 52 | 100 | -2 | 99
CC(=O)c1cc(N2CCC(C(=O)O)CC2)ccc1[N+](=O)[O-] | 100 | 95 | 11 | 94 | 94 | x | 27 | 12 | 98 | -6 | 94
CCn1nc([N+](=O)[O-])c2c(-c3nc4ccccc4o3)c(N)n(CCCOC)c2c1=O | 107 | 95 | 52* | 96 | 99 | 20 | 11 | 9 | 100 | 27 | 93
Cc1cccc(N=C2NC(=O)CS2)c1 | 104 | 104 | -4 | 104 | 100 | x | 4 | 26 | 105 | -19 | 101
CCOC(=O)c1c(CN(CC)CC)oc2cc(Br)c(O)cc12 | 97 | 95 | 12 | 95 | 95 | x | 8 | 28 | 95 | -25 | 95
Nc1nc2nonc2nc1N1CCCCC1 | 101 | 101 | 3 | 103 | 99 | -3 | 8 | 5 | 106 | -18 | 103
COc1ccc(S(=O)(=O)NCC2CCC(C(=O)NCc3ccco3)CC2)cc1 (stereo not given) | 97 | 101 | 15 | 103 | 103 | x | 15 | 33 | 106 | -41 | 102
CCOC(=O)C(C(=O)Nc1nccs1)C1CCCCC1 (stereo not given) | 101 | 102 | 9 | 103 | 100 | x | 14 | 21 | 100 | -3 | 100
Cc1nc(NC(=O)c2ccco2)sc1-c1csc(Nc2ccc(Cl)cc2Cl)n1 | 98 | 97 | 100* | 97 | 95 | 2 | 5 | 17 | 99 | 87* | 95
CCOC(=O)c1ccc(NS(=O)(=O)c2ccc3[nH]c(=O)[nH]c3c2)cc1 | 96 | 98 | 10 | 98 | 97 | -24 | 8 | 23 | 100 | -17 | 99
Cc1oc(-c2ccccc2)cc1C(=O)Nc1ccccc1 | 98 | 102 | 1 | 101 | 101 | x | 14 | 52 | 100 | 9 | 98
CCCCOC(=O)Nc1nnc(C(C)C)s1 | 99 | 91 | 6 | 91 | 96 | 8 | 9 | 12 | 91 | 7 | 90
COc1ccc(CCNc2ccncn2)cc1OC | 106 | 104 | 23 | 108 | 106 | x | 5 | 20 | 109 | 38 | 102
CCCc1ccc(Oc2coc3cc(OCC(=O)Nc4ccccc4C)ccc3c2=O)cc1 | 102 | 102 | 1 | 102 | 100 | 0 | 9 | 12 | 103 | -2 | 99
Cc1ccc(-c2nc(CSCC(=O)N3CCN(c4ccccn4)CC3)c(C)o2)cc1 | 98 | 100 | -2 | 101 | 102 | x | 9 | 23 | 102 | -26 | 100
CC(OC(=O)c1cccc(S(=O)(=O)Nc2cccc(C(F)(F)F)c2)c1)C(=O)Nc1ccc2c(c1)OCCO2 (stereo not given) | 96 | 96 | 5 | 91 | 93 | -13 | 14 | 10 | 97 | 12 | 94
CCOC(=O)N1CCN(C(=O)c2ccc(NS(=O)(=O)c3ccc(F)cc3)cc2)CC1 | 102 | 98 | 6 | 98 | 96 | -15 | 13 | 25 | 98 | -32 | 94
COc1ccc(/C=N/NC(=O)C2c3ccccc3-c3ccccc32)cc1 | 95 | 99 | 25 | 99 | 95 | -20 | 0 | 5 | 103 | -16 | 98
CCC1CCCCN1CCCNC(=O)c1ccc2c(=O)n(Cc3ccc(OC)cc3)c(=O)[nH]c2c1 (stereo not given) | 100 | 100 | 1 | 98 | 99 | x | 6 | 57 | 102 | -1 | 99
N/C(=N\OC(=O)c1ccco1)c1cccnc1 | 97 | 95 | -17 | 95 | 93 | 4 | 6 | 10 | 91 | -4 | 93
Cc1c(NC(=S)NC(=O)CCc2ccccc2)c(=O)n(-c2ccccc2)n1C | 99 | 99 | 13 | 102 | 99 | 12 | 13 | 17 | 101 | -19 | 99
COc1ccccc1CNC(=O)C1CCCN(S(C)(=O)=O)C1 (stereo not given) | 98 | 103 | 6 | 105 | 102 | 2 | 8 | 11 | 104 | 8 | 99
CCCS(=O)(=O)c1c(S(=O)(=O)CCC)c2c(N)cccn2c1C(=O)c1ccc(F)cc1 | 102 | 100 | 15 | 99 | 102 | -6 | 21 | 28 | 102 | -40 | 98
O=C(COC(=O)c1ccccn1)NCc1ccccc1Cl | 98 | 98 | 2 | 100 | 98 | 27 | 3 | 9 | 101 | -29 | 98
Cc1noc(C)c1S(=O)(=O)N1CCC(C(=O)N2CCN(C(=O)c3ccco3)CC2)CC1 | 98 | 101 | -10 | 101 | 99 | x | 4 | 35 | 98 | 14 | 99
CCN(CC)S(=O)(=O)c1ccc(N2CCN(S(=O)(=O)c3ccc4c(c3)OCCO4)CC2)nc1 | 95 | 100 | -15 | 100 | 101 | x | 29 | 22 | 106 | -3 | 98
